# Assay outcomes (PubChem)
# TAAR1 antag = human TAAR1 antagonism; CHO RD-HGA16 TAAR1, Fluo-8 calcium fluorescence, antagonist; Q96RJ0; actives 1.5% (n = 360,000); inhibition, % at 3 µM;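 active = inhibition above a per-plate cutoff, the mean inhibition of test compounds on that plate plus 3 SD, cut at about 49% in these data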;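 note: 0% = DMSO plus EC80 beta-PEA response and 100% = DMSO alone without agonist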
#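 Test system – hTAAR1-expressing CHO RD-HGA16 cells, Gα16-coupled · Reagent – β-PEA at EC80 concentration, post-compound challenge · Compound dosing – 3 µM, single point · Timing – 140 s kinetic read after compound, 140 s after agonist · Detection – Fluo-8 intracellular calcium dye fluorescence, real-time kinetic reads · Control set – DMSO and EC80 PEA controls · Repeats – n of 1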
# CHO-K1 Ca PAM = M1 PAM counterscreen hit in parental CHO-K1 cells | ATP EC20, Fluo-8 calcium fluorescence; 0% at ATP EC20, 100% at ATP max | activation, % at 3 µM | actives 0.02% (n = 360,000);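 active = activation above the run cutoff, the mean activation of all test compounds plus 3 SD, cut at about 40% in these data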;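 note: peak over basal fluorescence ratio in a 140 s read after ATP addition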
# CRFR2-BP antag = blocks CRF-induced signaling of the CRF-BP/CRF-R2 complex | HEK293 CRF-R2/CRF-BP, CRF-induced calcium fluorescence | actives 0.59% (n = 350,000) | inhibition, % at 11.8 µM;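 active = inhibition of the ligand-induced calcium signal above about 50% at the single tested concentration, limit read from the data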
# TAAR1 agonist = agonists of human TAAR1 | activation, % at 3 µM | Q96RJ0 | CHO RD-HGA16 TAAR1, Fluo-8 calcium fluorescence; vehicle wells 0%, saturating PEA agonist 100% | actives 0.99% (n = 360,000);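 active = activation above the mean activation of all test compounds in the run plus 3 SD, cut at about 38% in these data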
#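 System: CHO-derived RD-HGA16 cells with stable Gα16 and human TAAR1 / Times: 17-24 h plating, Fluo-8 75 min 37 °C, 30 min RT / Technique: calcium-sensitive Fluo-8 signal, excitation 470-495, emission 515-575 nm / Measure: % activation relative to PEA EC100 response / Benchmarks: DMSO and PEA EC100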
# M4 PAM = positive allosteric modulators of human muscarinic M4 receptor | actives 0.4% (n = 360,000) | CHO-K1 hM4/Gqi5, Fluo-8 calcium fluorescence, ACh EC20; 0% = ACh EC20, 100% = maximal ACh | P08173 | activation, % at 3 µM;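 active = activation above its plate's cutoff, the mean activation of sample wells plus 3 SD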; note: some results filed as inactive read as strong as hits
# Target sequence (P08173 whole entry, looked up): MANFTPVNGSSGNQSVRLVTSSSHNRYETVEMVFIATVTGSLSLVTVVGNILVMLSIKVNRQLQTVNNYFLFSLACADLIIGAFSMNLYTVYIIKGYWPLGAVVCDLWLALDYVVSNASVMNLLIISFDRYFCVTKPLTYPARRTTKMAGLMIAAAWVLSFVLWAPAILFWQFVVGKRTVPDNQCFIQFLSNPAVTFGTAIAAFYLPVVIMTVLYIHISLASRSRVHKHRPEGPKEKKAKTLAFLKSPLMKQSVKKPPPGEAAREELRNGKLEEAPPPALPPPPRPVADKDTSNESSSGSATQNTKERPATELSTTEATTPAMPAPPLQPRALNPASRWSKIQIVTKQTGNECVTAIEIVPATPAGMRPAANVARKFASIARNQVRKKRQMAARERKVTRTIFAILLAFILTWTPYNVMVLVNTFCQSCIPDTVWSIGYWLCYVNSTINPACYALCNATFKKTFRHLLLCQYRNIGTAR
# CHRM5 antagonist = blocks acetylcholine activation of human M5 receptor; actives 0.59% (n = 360,000); inhibition, % at 3 µM; CHO-hM5 cells, Fluo-8 calcium fluorescence, ACh EC80; AID 624040;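 active = inhibition above a per-plate cutoff, the mean of that plate's test compounds plus 3 SD, cut at about 27% in these data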;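 note: 0% = acetylcholine EC80 with DMSO and 100% = DMSO without agonist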
# Target sequence (P08912 whole entry, looked up): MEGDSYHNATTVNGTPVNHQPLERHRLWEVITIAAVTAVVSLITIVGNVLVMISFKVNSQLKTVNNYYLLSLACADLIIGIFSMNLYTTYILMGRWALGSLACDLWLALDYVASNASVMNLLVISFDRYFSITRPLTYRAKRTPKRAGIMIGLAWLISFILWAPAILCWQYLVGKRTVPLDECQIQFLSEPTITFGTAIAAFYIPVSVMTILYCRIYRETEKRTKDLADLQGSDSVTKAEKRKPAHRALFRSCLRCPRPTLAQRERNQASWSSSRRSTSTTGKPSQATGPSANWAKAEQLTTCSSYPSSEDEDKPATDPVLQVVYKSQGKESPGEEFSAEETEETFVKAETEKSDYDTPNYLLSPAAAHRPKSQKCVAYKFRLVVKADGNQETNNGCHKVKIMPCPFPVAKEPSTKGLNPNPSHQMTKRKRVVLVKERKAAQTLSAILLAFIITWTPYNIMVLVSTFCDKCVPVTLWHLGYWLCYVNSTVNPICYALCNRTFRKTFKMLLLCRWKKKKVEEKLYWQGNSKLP
# CRFBP-R2 agonist = CRF-BP/CRF-R2 complex agonism; HEK293 CRF-R2/CRF-BP, calcium dye fluorescence (FLIPR); percent of saturating CRF peptide response; actives 0.46% (n = 350,000); AID 588473; activation, % at 13.2 µM;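 active = activation of at least 50%, plus an integration ratio under a set limit after plate pattern correction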;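 note: plate controls were neutral control wells without compound for no effect and CRF at EC100 for full effect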
# CHRM5 PAM = potentiates acetylcholine response at human M5 receptor | P08912 | CHO-K1 hM5, Fluo-8 calcium, ACh EC20 PAM; 0% = ACh EC20, 100% = ACh EC100 | activation, % at 3 µM | actives 0.3% (n = 360,000);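 active = activation above the run cutoff, the mean activation of all test compounds plus 3 SD, cut at about 18% in these data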
#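 Replicates: One well per compound, no replicates | System: Human M5 receptor in CHO-K1 cells | Benchmarks: Low control EC20 acetylcholine (0%), high control EC100 acetylcholine (100%) | Probe or stimulus: Acetylcholine, EC20 level | Times: Fluo-8 loading 80 min at 37 °C plus 30 min room temperature | Signal: Intracellular calcium via Fluo-8 fluorescence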
# CHRM5 agonist = agonists of human muscarinic M5 receptor (CHRM5); P08912; CHO-K1 hM5 cells, Fluo-8 calcium fluorescence; 0% DMSO wells, 100% maximal acetylcholine response; activation, % at 3 µM; actives 0.19% (n = 360,000);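 active = activation above the run's mean over test compounds plus 3 SD, cut at about 23% in these data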;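 note: signal is peak over basal fluorescence ratio across the kinetic read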
# Starred values were filed as active, the others as inactive; x = no result given. Rows were taken by chance; 4.2% or so of the library scored in one or more.
SMILES,TAAR1 antag,CHO-K1 Ca PAM,CRFR2-BP antag,TAAR1 agonist,M4 PAM,CHRM5 antagonist,CRFBP-R2 agonist,CHRM5 PAM,CHRM5 agonist
COc1cccc(CN2CCNC(=O)C2CC(=O)N(C)CCc2ccccn2)c1 (stereo not given),6.6,3.5,10.8,7.8,-1.2,-7.0,3.5,4.3,2.5
C=C1CCN([C@@H](CC(C)C)C(=O)NCc2ccc(Cl)cc2)S(=O)(=O)c2ccccc21,17.5,10.7,0.3,13.3,-2.3,5.9,0.9,-0.2,-4.4
COc1ccc(CNc2nccs2)cc1OC,0.2,6.8,3.6,2.1,-7.3,3.5,0.4,2.9,3.1
Cc1cc(C)c(NC(=O)C2CCCN(S(=O)(=O)c3c(C)noc3/C=C/N(C)C)C2)c(C)c1 (stereo not given),-35.5,8.6,-9.3,0.1,0.2,2.8,-0.3,-0.4,1.4
Cc1cc(/C=N\NC(=O)c2cccs2)c(C)n1-c1ccc2ncccc2c1,102.5*,-4.7,-9.8,10.1,-1.9,4.9,-0.9,-14.8,3.5
CCCc1nc(SCC(=O)NC2CCCC2)c2ccccc2n1,-5.8,-4.7,-2.5,11.4,2.5,19.5,0.7,-1.2,-0.8
O=C(CCNC(=O)N1CC(=O)Nc2ccccc21)NCc1ccc(Cl)cc1,-3.4,3.8,-4.0,1.3,-4.1,-0.3,-0.6,-5.2,-0.6
CCOc1ccc(NC(=O)CN(C)C(=O)c2ccc(N3CCCC3)c([N+](=O)[O-])c2)cc1OCC,-21.8,-6.1,-4.2,3.2,5.1,-0.6,-3.7,0.6,-4.6
COc1ccc(F)cc1C(=O)C1CCCN(Cc2ccc(Sc3nncn3C)o2)C1 (stereo not given),-13.0,21.9,-15.4,1.1,0.1,0.8,-1.0,-3.8,-6.7
Cc1nonc1C(=O)N/N=C/c1ccc(O)cc1,8.7,32.1,16.7,0.1,7.3,-1.2,-1.4,0.6,0.7
COc1cc(/C=C2\N=C(c3ccccc3)OC2=O)ccc1OCc1c(C)no[n+]1[O-],-4.4,16.0,8.6,0.6,13.2,-17.3,7.1,10.4,0.4
O=C(NCc1ccccc1)c1nc(-c2cccs2)no1,-8.9,5.1,3.1,1.3,2.9,5.7,-0.5,-0.6,-4.4
O=C(O)COc1ccc(C(NC(=O)c2c(F)cccc2F)NC(=O)c2c(F)cccc2F)cc1,-5.2,0.7,-4.5,-0.4,0.7,13.7,2.0,-3.8,-4.2
Nc1cccc(-n2nnnc2CN2CCOCC2)c1,7.5,21.4,12.2,3.4,6.8,-3.1,6.1,0.7,-2.7
CCN1CCN(CCC2Oc3cc([N+](=O)[O-])ccc3NC2=O)CC1 (stereo not given),-9.5,-0.8,-8.1,0.1,-3.7,5.7,6.5,4.4,-0.3
C=CCOc1c(Br)cc(/C=N\n2nnnc2N)cc1OC,-21.4,19.1,31.4,1.6,-0.3,-2.1,-1.1,5.7,-6.1
COc1ccc(-n2c(C)nc3c(cnn3-c3ccc(C)cc3)c2=O)cc1,-3.9,10.9,17.4,2.0,-2.5,6.6,-3.8,-7.2,4.3
COc1ccccc1NC(=O)C1=C(C)Nc2ncnn2C1c1ccc(C)o1 (stereo not given),-6.6,18.7,-0.9,1.4,8.0,6.2,0.1,-5.7,-1.0
COc1cc(N=Cc2c(CO)cnc(C)c2O)cc(OC)c1OC,-3.0,15.9,13.6,-0.1,-3.3,12.4,-0.1,-5.6,0.2
CCCCCCC(=O)Nc1nnc(CC)s1,-3.6,24.6,-24.1,4.1,3.1,-0.9,-1.2,-1.6,-9.7

# The final 3 compounds of the section before open the next one.
SMILES,TAAR1 antag,CHO-K1 Ca PAM,CRFR2-BP antag,TAAR1 agonist,M4 PAM,CHRM5 antagonist,CRFBP-R2 agonist,CHRM5 PAM,CHRM5 agonist
COc1ccccc1NC(=O)C1=C(C)Nc2ncnn2C1c1ccc(C)o1 (stereo not given),-6.6,18.7,-0.9,1.4,8.0,6.2,0.1,-5.7,-1.0
COc1cc(N=Cc2c(CO)cnc(C)c2O)cc(OC)c1OC,-3.0,15.9,13.6,-0.1,-3.3,12.4,-0.1,-5.6,0.2
CCCCCCC(=O)Nc1nnc(CC)s1,-3.6,24.6,-24.1,4.1,3.1,-0.9,-1.2,-1.6,-9.7
COc1ccc(-c2csc(NC(=O)c3c(C)noc3C)n2)cc1,31.4,0.7,-1.7,13.1,-5.7,16.9,-1.4,-22.3,3.1
CCCN(CCC)C(=O)C[n+]1cccc(/C=N/O)c1,8.4,14.2,-0.7,4.3,-6.0,-7.8,-2.0,4.1,0.2
CC(OC(=O)c1cccc(S(=O)(=O)N2CCOCC2)c1)C(=O)NC1CCCCC1C (stereo not given),-3.4,5.8,3.8,16.6,3.9,7.6,0.3,-4.4,2.3
CCOC(=O)N1CCN(S(=O)(=O)c2ccc(OCC)cc2)CC1,-3.5,14.8,19.2,-2.5,-4.8,4.3,-0.1,-8.1,4.0
O=C(Nc1ccc(F)cc1)Nc1cc(OCC(F)(F)F)cc(OCC(F)(F)F)c1,33.5,-12.8,11.7,6.1,-12.9,30.5*,17.6,-17.7,8.0
COc1ccccc1NC(=O)C1=C(C)Nc2nnnn2C1c1ccncc1 (stereo not given),0.2,9.0,-2.3,14.1,2.5,2.6,-0.3,-4.7,-0.7
CCN(CC(=O)NCc1cccs1)C(=O)c1cccc(S(=O)(=O)N2CC(C)OC(C)C2)c1 (stereo not given),10.5,13.7,4.2,4.0,7.2,-8.9,1.3,1.1,-2.8
O=C1CC2(CCN(C(=O)c3cccc([N+](=O)[O-])c3)CC2)Oc2ccccc21,-20.9,6.8,-4.9,3.4,5.8,12.1,3.9,-5.1,2.8
CCOC(=O)CN(C(=O)CSc1nnc2c(n1)[nH]c1ccccc12)c1ccccc1,20.3,15.6,16.8,8.4,0.7,2.1,-0.5,5.2,-1.9
c1ccc(-c2nnc(Cn3c4ccccc4c4nc5ccccc5nc43)o2)cc1,12.2,15.3,9.3,1.2,2.3,5.2,0.7,1.2,-1.8
Cc1ccc(NC(=O)CC2S/C(=N/N=C3/NC(=O)CS3)NC2=O)cc1 (stereo not given),-14.1,-10.0,-1.7,0.8,3.1,1.0,-0.3,4.4,0.1
Cc1ccc(OCc2cc(C(=O)N3CCN(c4ccccc4)CC3)no2)cc1C,-8.3,13.3,-7.3,0.3,3.0,16.7,0.6,-6.4,-4.9
S=C(Nc1ccccc1)N1CCn2c(nc3ccccc32)C1,10.4,12.4,6.3,7.6,-1.6,-2.9,0.4,-0.2,2.0
N#Cc1ccc2ccn(CC(=O)N3CCCc4ccccc43)c2c1,5.6,7.2,-14.6,-0.6,-5.1,-1.1,-0.3,1.0,-1.7
O=C(O)c1ccc(Nc2ncc([N+](=O)[O-])cc2[N+](=O)[O-])cc1,5.4,5.1,-42.3,9.3,-1.3,-2.0,-0.1,4.3,0.5
O=C(CSc1ccc(C(F)(F)F)cn1)Nc1ccccc1,-15.6,-5.6,4.5,11.1,-6.6,5.8,-2.8,-3.2,-6.4
Cc1ccc(-c2nc(C3CCCN(S(=O)(=O)c4ccc(C(C)(C)C)cc4)C3)no2)cc1 (stereo not given),-7.1,-8.6,-4.0,0.0,-1.2,2.1,1.1,-2.7,0.2
O=C(COc1ncnc2ccccc12)NCCc1ccccc1,-10.1,-2.9,-2.4,1.4,-1.0,9.8,3.8,-2.1,-0.1
COc1ccccc1N(C(=O)c1snc(C(N)=O)c1N)C(C(=O)NCc1ccccc1)c1ccc(O)cc1 (stereo not given),23.1,15.6,11.3,-0.5,-4.5,16.3,1.5,0.9,-1.8
COc1ccc(NC(=O)CN(C)C(=O)C(C)Sc2ccccc2)cc1 (stereo not given),-19.0,15.4,-2.4,6.4,5.9,17.2,-1.2,-10.0,-0.9

# Entries listed so far printed as active in CHRM5 antagonist:
Structure	TAAR1 antag	CRFR2-BP antag	TAAR1 agonist	M4 PAM	CHRM5 antagonist	CRFBP-R2 agonist	CHRM5 PAM	CHRM5 agonist
O=C(Nc1ccc(F)cc1)Nc1cc(OCC(F)(F)F)cc(OCC(F)(F)F)c1	33.5	11.7	6.1	-12.9	30.5*	17.6	-17.7	8.0

# Remaining list, next part.
SMILES,TAAR1 antag,CHO-K1 Ca PAM,CRFR2-BP antag,TAAR1 agonist,M4 PAM,CHRM5 antagonist,CRFBP-R2 agonist,CHRM5 PAM,CHRM5 agonist
CCc1ccc2nc(SCC(=O)N(CC)CC)c(C#N)cc2c1,-9.0,10.1,-8.2,6.0,-0.8,-1.3,-2.0,-6.1,-2.7
CCOC(=O)c1ccc(N2C(=O)C=CC2=O)cc1,x,13.8,2.8,x,-9.6,3.6,1.2,-0.5,-0.5
CCOC(=O)C1CCCN(CC(O)COCc2ccc3c(c2)OCO3)C1 (stereo not given),-0.3,-14.3,-3.5,2.0,-7.9,7.3,-1.5,-3.7,-16.4
CCOC(=O)c1ccc(NC(=O)CSc2nc(N3CCOCC3)nc(N3CCOCC3)n2)cc1,-15.1,4.2,4.8,1.6,-5.4,0.8,0.6,-0.8,-4.0
Cn1c(=O)cc(SCC(=O)NCCCN2CCOCC2)c2ccccc21,-1.4,2.3,5.9,4.3,6.3,1.1,1.5,0.2,-1.4
CCC(=O)NC(=S)Nc1ccc(N2CCN(C(=O)c3ccc(Cl)cc3)CC2)cc1,25.4,-0.4,11.8,2.9,-8.2,16.9,-1.4,-24.0,-1.5
O=C(O)c1c(C(=O)O)c(-c2ccc(F)cc2)n2c1CCC2,-9.3,-11.8,5.8,6.3,-7.2,10.1,0.0,-2.4,-1.8
O=C1c2ccc(-c3ccc(Cl)c(C(F)(F)F)c3)cc2S(=O)(=O)c2cccc(C(=O)N3CCN(c4ncc(Br)cn4)CC3)c21,0.6,9.7,5.1,1.6,12.4,12.3,0.1,-2.6,1.0
COc1ccc(CNC(=O)CN2C(=O)c3ccccc3C2=O)cc1,-0.9,-6.4,11.9,-1.4,-4.3,0.7,-0.2,0.1,-1.8
CN(C)C(=O)N1CCC(C(=O)NCc2ccc3c(c2)OCO3)CC1,17.1,38.0,-5.5,0.2,1.1,-1.8,0.6,5.4,-0.3
CCCNC(=O)c1cc(C2CCCCN2S(=O)(=O)c2ccc(F)cc2F)on1 (stereo not given),-12.0,16.5,x,-1.6,-2.4,0.0,x,-0.9,-1.6
Cn1nnnc1Sc1ccc([N+](=O)[O-])cc1Cl,-7.7,-20.0,-1.9,2.3,1.4,7.5,-1.6,1.1,-4.5
O=C(Nc1ccc(O)c2c(=O)cc(-c3ccccc3Cl)oc12)c1cccs1,14.0,3.0,8.5,3.4,0.0,5.5,-1.9,-10.4,1.8
COc1ccc(OC)c2c(=O)cc(C(=O)O)[nH]c12,-14.7,18.6,8.4,1.0,-1.8,1.4,-2.7,-1.7,-1.3
Cn1c(CN2CCN(c3cccc(Cl)c3)CC2)nc2ccccc21,15.1,-3.4,4.1,4.7,-2.5,1.9,-3.1,-2.5,-0.8
